Screening results (PubChem)
GPR151 activ: human GPR151 activation. PathHunter beta-arrestin GPR151 cells, luminescence. hit rate 1% among 650,000. activation, % at 11.2 µM; in the data active = activation above about 4.9%;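 note: 0% = median of compound wells and 100% = cells with positive control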
Target sequence (Q8TDV0 whole entry, looked up): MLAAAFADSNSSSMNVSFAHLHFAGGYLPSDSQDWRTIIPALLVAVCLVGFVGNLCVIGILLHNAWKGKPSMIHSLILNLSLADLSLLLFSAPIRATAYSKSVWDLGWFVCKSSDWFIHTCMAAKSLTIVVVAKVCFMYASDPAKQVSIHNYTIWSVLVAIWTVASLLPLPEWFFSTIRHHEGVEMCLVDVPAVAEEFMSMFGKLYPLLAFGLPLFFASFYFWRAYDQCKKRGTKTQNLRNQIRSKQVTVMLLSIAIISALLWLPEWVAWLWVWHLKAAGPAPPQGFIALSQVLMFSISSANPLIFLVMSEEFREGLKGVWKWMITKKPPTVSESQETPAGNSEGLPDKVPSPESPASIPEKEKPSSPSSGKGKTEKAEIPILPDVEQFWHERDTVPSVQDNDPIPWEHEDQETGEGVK
FBW7 activator: activators of human E3 ligase FBW7; Q969H0; AlphaScreen FBW7–phospho-cyclin E peptide binding, activator screen; normalized activity (activation), % at 26.1 µM; hit rate 0.13% among 650,000; in the data active = normalized activity above about 1.9%;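 note: purified mutant Fbw7 with reduced substrate affinity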
MITF primary: human MITF inhibition, primary screen | O75030 | AlphaScreen MITF homodimerization, bead proximity signal | inhibition, % at 2.6 µM | hit rate 0.91% among 650,000; in the data active = inhibition above about 50%;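 note: 0% = vehicle wells with protein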
Target sequence (O75030 whole entry, looked up): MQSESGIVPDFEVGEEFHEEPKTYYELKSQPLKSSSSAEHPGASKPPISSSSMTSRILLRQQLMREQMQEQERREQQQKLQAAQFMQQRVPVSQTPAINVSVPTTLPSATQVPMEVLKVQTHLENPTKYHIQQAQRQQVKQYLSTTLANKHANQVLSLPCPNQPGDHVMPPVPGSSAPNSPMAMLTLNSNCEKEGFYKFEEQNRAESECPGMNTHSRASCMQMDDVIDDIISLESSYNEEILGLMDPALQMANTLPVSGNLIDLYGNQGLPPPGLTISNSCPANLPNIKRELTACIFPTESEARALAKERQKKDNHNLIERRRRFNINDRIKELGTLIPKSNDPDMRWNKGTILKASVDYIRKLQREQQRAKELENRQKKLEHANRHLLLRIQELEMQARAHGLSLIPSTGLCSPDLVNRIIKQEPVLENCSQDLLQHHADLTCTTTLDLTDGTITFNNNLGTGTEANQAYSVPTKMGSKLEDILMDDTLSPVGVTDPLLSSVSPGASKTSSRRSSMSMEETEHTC
TEAD-YAP block: TEAD-YAP interaction inhibition | HEK-TIYL cells, TEAD-Gal4/YAP UAS-luciferase luminescence | inhibition, % at 9.12 µM | hit rate 1.4% among 640,000 | AID 1259422; in the data active = inhibition above about 32%;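 note: 0% = median of test compound wells and 100% = reference inhibitor wells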
* marks the source's active call; other numbers are inactive results; . = no result given.

SMILES	GPR151 activ	FBW7 activator	MITF primary	TEAD-YAP block
N#C/C(=C/C=C/c1ccccc1)C(=O)Nc1ccccc1	0.9	-0.2	-5	9
COc1ccc(Cl)cc1N(CC(=O)N1CCCCC1)S(=O)(=O)c1ccccc1	0.2	-0.1	0	3
N#Cc1c(/N=C/c2c(O)n(-c3ccc(Cl)cc3)c(=O)[nH]c2=O)sc2c1CCCC2	-0.2	-0.1	-8	-6
O=C1CCCc2nc(N3CCCCC3)sc21	0.7	0.4	13	-40
NS(=O)(=O)c1ccc(NC(=O)NC2CC(=O)N(c3ccc(Cl)cc3)C2)cc1 (stereo not drawn)	0.6	0.5	2	9
Cc1ccc(CSc2ccc(C(=O)N3CCOCC3)cc2[N+](=O)[O-])cc1	-0.8	0.0	7	2
O=C(O)C1CC2CCC(C1)C21SCCS1 (stereo not drawn)	0.7	-0.1	-7	-7
CCN(CC)C(=O)C1Sc2nnc(C)n2NC1c1ccc(Cl)cc1 (stereo not drawn)	-0.6	0.2	15	5
C=CCOC(=O)C1=C(C)N=C2SCCC(=O)N2C1c1ccc(OC)c(OC)c1 (stereo not drawn)	-0.8	0.0	-5	1
COC(=O)c1ccc(OCC2c3cc(OC)c(OC)cc3CCN2C(=O)c2ccc(Br)o2)cc1 (stereo not drawn)	0.3	0.0	10	30
CC(=O)c1ccc(NC(=O)CSc2nn3c(SCC(=O)Nc4ccc(C(C)=O)cc4)nnc3s2)cc1	2.0	0.1	8	8
O=[N+]([O-])c1ccc(S(=O)(=O)Nc2ccc(S(=O)(=O)Nc3ccccc3)cc2)cc1	0.0	0.0	10	10
Cn1c(C(=O)N2COCC2(C)C)cc2c(=O)n3ccccc3nc21	0.2	-0.1	9	-40
COCCn1c(=O)[nH]c2cc(C(=O)OC)ccc2c1=O	-0.1	0.2	11	13
Cc1[nH]nc2nc(SCC(=O)NCCC3=CCCCC3)n(-c3cccc(Cl)c3)c(=N)c12	0.2	-0.2	0	-9
N#Cc1cccc2c1-c1ccccc1/C2=N\NC(N)=O	0.5	-0.2	-11	21
COc1ccc(/C=C/C(=O)C(C(=O)O)=C2SCCS2)cc1	-0.8	0.4	11	-50
COc1ccc(C(=O)O/N=C(\N)Cc2cccc3ccccc23)cc1[N+](=O)[O-]	0.5	-0.2	5	8
CCOC(=O)C1CCC(CN(Cc2ccc(Cl)cc2)S(=O)(=O)c2ccc(NC(C)=O)cc2)CC1 (stereo not drawn)	1.3	-0.2	14	9
CCCN1CCCc2cc(CCNS(=O)(=O)c3cccs3)ccc21	-1.0	0.0	58*	-3

Among those listed so far, 3 contain a nitro group on carbon:
SMILES	GPR151 activ	FBW7 activator	MITF primary	TEAD-YAP block
Cc1ccc(CSc2ccc(C(=O)N3CCOCC3)cc2[N+](=O)[O-])cc1	-0.8	0.0	7	2
O=[N+]([O-])c1ccc(S(=O)(=O)Nc2ccc(S(=O)(=O)Nc3ccccc3)cc2)cc1	0.0	0.0	10	10
COc1ccc(C(=O)O/N=C(\N)Cc2cccc3ccccc23)cc1[N+](=O)[O-]	0.5	-0.2	5	8

Whole records from above. Order of screens: GPR151 activ | FBW7 activator | MITF primary | TEAD-YAP block
Listed for COc1ccc(/C=C/C(=O)C(C(=O)O)=C2SCCS2)cc1 : -0.8 | 0.4 | 11 | -50
Listed for O=[N+]([O-])c1ccc(S(=O)(=O)Nc2ccc(S(=O)(=O)Nc3ccccc3)cc2)cc1 : 0.0 | 0.0 | 10 | 10

(continued)
SMILES	GPR151 activ	FBW7 activator	MITF primary	TEAD-YAP block
Cc1ccc(C)c(C(=O)COc2ccc(C)nc2[N+](=O)[O-])c1	0.2	-0.1	11	10
O=[N+]([O-])c1cc([N+](=O)[O-])c2cccnc2c1Sc1nnc(-c2cccnc2)o1	-0.6	-0.7	46	0
Cc1cc(I)cc(C)c1NC(=O)C1CCCN1C(=O)OC(C)(C)C (stereo not drawn)	-0.3	-0.1	-5	1
COc1cn(CC(=O)Nc2ccc(F)cc2F)c(CN2CCCCCC2)cc1=O	-1.0	0.0	-6	-4
CN=C(NC)SC1CC(=O)N(c2ccc(I)cc2)C1=O (stereo not drawn)	0.2	0.4	15	-1
CCc1ccc(NC(=O)c2cccc3c2SCCC3=O)cc1	0.3	-0.3	-14	-14
COc1ccc(C2CS(=O)(=O)CS(=O)(=O)C2)cc1OC	0.7	0.1	-1	5
CC(C)(C)OC(=O)N1CCC[C@H]1C(=O)c1cccnc1	0.2	0.2	8	-6
Cc1ccc(NC(=O)CSc2ncn[nH]2)c(S(=O)(=O)N2CCCCC2)c1	-2.4	-0.1	4	0
O=C(CNC(=S)N(Cc1ccccc1F)C1CCCCC1)NC1CC1	-0.2	0.0	-5	-2
Cc1ccc(NC(=O)C(=O)NC(C)C)cc1Cl	-1.1	0.4	24	-78
CCc1nccn1S(=O)(=O)c1ccc(OC)c(C)c1C	-0.1	1.1	7	10
Cc1cccc(C(=O)Nc2ccc(NC(=O)c3cccc4c(Br)cccc34)cc2)c1	-0.6	0.9	11	3
CCCc1c(C(=O)OCC)nnn1-c1nonc1N	-1.3	0.7	24	5
Cc1ccc2nc(NC3=NC(C(=O)Nc4ccc(Cl)c(Cl)c4)CC(=O)N3)nc(C)c2c1 (stereo not drawn)	0.3	0.0	-6	6
CC(C)(C)C(=O)N1CCC[C@@H](Cn2nc(-c3cccs3)ccc2=O)C1	0.1	0.2	12	66*
COc1ccc(-c2noc(N3CCN(c4ccc(Cl)cc4)CC3)n2)cc1	0.9	0.8	14	-9
Cc1c(OC(=O)c2ccco2)ccc2c3c(c(=O)oc12)CCC3	-0.4	-0.1	-12	-4
Cc1ccc(Cl)cc1N1CCN(C(=O)c2onc(C)c2Cl)CC1	0.2	0.2	-4	6
COc1ccc(C)cc1S(=O)(=O)N(CC(=O)O)c1ccc(F)cc1	-0.9	-0.2	7	9

Compounds listed so far with a furan ring, fused or not (2):
SMILES	GPR151 activ	FBW7 activator	MITF primary	TEAD-YAP block
COC(=O)c1ccc(OCC2c3cc(OC)c(OC)cc3CCN2C(=O)c2ccc(Br)o2)cc1 (stereo not drawn)	0.3	0.0	10	30
Cc1c(OC(=O)c2ccco2)ccc2c3c(c(=O)oc12)CCC3	-0.4	-0.1	-12	-4

(cont.)
SMILES	GPR151 activ	FBW7 activator	MITF primary	TEAD-YAP block
CC1CCN(C(=O)c2ccc(Cl)c(Cl)c2)CC1	2.5	0.2	18	-8
O=C(Nc1ccc(Oc2ncnc3sc4c(c23)CCCC4)cc1)c1ccccc1	0.3	0.4	12	-1
O=C(N/N=C\c1ccccc1O)C(=O)Nc1cccc(Br)c1	-0.4	-1.5	16	23
CCOC(=O)C1=C(C)N=c2s/c(=C/c3cc(C)n(-c4ccc(Cl)c(Cl)c4)c3C)c(=O)n2C1c1ccc(N(C)C)cc1 (stereo not drawn)	0.5	-0.2	3	7
O=C(O)c1ccc(Oc2ccc(C(F)(F)F)cn2)cc1	-1.3	0.0	3	-10
CC1CCc2c(nc3ncnn3c2NCCC2CCCN2C)C1 (stereo not drawn)	-0.6	0.1	-14	3
CN(Cc1nc(-c2ccccc2)no1)C(=O)c1cc(CCc2ccccc2)no1	1.7	0.1	2	-58
CC1(C)CC(=O)C2=C(C1)N(c1ncn[nH]1)C(N)=C(C#N)C2c1ccccc1 (stereo not drawn)	-0.5	0.3	15	12
COc1cccc(C2N(c3nccs3)C(=O)C3CCCN32)c1 (stereo not drawn)	-1.0	0.8	11	5
CSc1ncccc1C(=O)NCC12CC3CC(CC(C3)C1)C2	0.8	0.3	3	0
Cc1c(C)c(C2=NON3N(C(=O)/C=C/c4ccccc4)c4ccccc4N23)c(C)c(C)c1Cl	-0.8	-0.2	-11	-4
COc1cccc2c1OCC(CN1CCC(C(=O)Nc3ccc(-n4cccn4)cc3)CC1)=C2	0.0	0.0	-1	-27
NS(=O)(=O)c1cc2c(cc1Cl)NC(c1c(F)cccc1F)NS2(=O)=O (stereo not drawn)	0.4	0.1	-5	7
CCOC(=O)c1sc(NC(=O)CSc2nc(N)cc(N)n2)nc1C	2.3	0.0	-2	3
Cc1nc(CN(C)C(=O)Cn2nnnc2CN2C[C@@H](C)O[C@@H](C)C2)cs1	1.6	-0.2	0	1
O=C(O)C1CSC(c2ccco2)N1 (stereo not drawn)	0.5	0.5	2	0
CCC(C)(C)c1ccc(OCCCCn2c[n+](C)c3ccccc32)c(C(C)(C)CC)c1	3.0	0.0	-2	19
CCCCOc1ccc(/C=c2\sc3nc(=O)c(-c4ccccc4)nn3c2=O)cc1OC	0.8	-0.2	-4	5
O=C(NCc1nnc(SCC(=O)N2N=C(c3cccs3)CC2c2ccc(F)cc2)n1-c1cccc(Cl)c1)c1cccs1 (stereo not drawn)	0.8	-0.1	-7	7
CNC(=O)/C(C#N)=C/c1c(Oc2ccccc2C)nc2c(C)cccn2c1=O	1.1	0.0	6	47*
CCOC(=O)C1=C(C)N=c2s/c(=C\c3ccc(OCC)c(OC)c3)c(=O)n2C1c1ccc(OC)c(OCC)c1 (stereo not drawn)	0.3	0.1	1	3
O=C(c1ccc(S(=O)(=O)Cc2cccc(F)c2)c([N+](=O)[O-])c1)N1CCN(c2ccccn2)CC1	-0.1	-0.1	6	9
COc1ccccc1NC(=O)CCC(=O)N1CCOc2ccccc21	0.4	0.3	6	8
COc1ccc(-n2nnnc2SCC(=O)Nc2nn(-c3ccccc3)nc2C(N)=O)cc1	-1.7	0.0	8	11
CCOc1ccccc1C1C(C(=O)OC2CCCCC2)=C(C)NC2=C1C(=O)CCC2 (stereo not drawn)	0.3	0.2	-1	8
CC(=O)NCC(=O)NCC1Cc2cc(-c3cccc(OC(F)(F)F)c3)ccc2O1 (stereo not drawn)	4.0	0.1	-4	-27
Cc1ccc(C)c(S(=O)(=O)Nc2ccc(N)cc2)c1	0.3	-0.2	6	-5
O=C(Nc1ccc(Br)cc1)C1CCCC1	1.0	0.2	2	-10
COc1ccc(CCNc2ccc(N3C(=O)C4C5C=CC(C5)C4C3=O)cc2[N+](=O)[O-])cc1 (stereo not drawn)	-0.1	0.0	9	17
Cc1ccnc(NS(=O)(=O)c2ccc(NC(=O)c3cncc(Br)c3)cc2)n1	-0.9	0.6	15	11
COCCCNC(=O)C1CCC(=O)N(c2ccc(OC)cc2)C1c1ccc(OC)cc1 (stereo not drawn)	0.5	-0.1	-1	6
CC(C)(C)CN1CCNC(=O)C1CC(=O)N1CCOCC1 (stereo not drawn)	-0.4	0.1	-3	-7
CCC(Cc1ccccc1)NS(=O)(=O)c1ccc2c(c1)OCC(=O)N2 (stereo not drawn)	-0.7	-0.1	2	-2
COc1cc([N+](=O)[O-])ccc1NC(=O)c1ccco1	-1.0	0.0	12	-7
COc1cc(OC)cc(C(=O)Nc2nc3ncccc3cc2-c2ccccc2)c1	-1.8	0.0	-5	-13
CCOc1ccc(N=Cc2c(O)n(C)c(=O)n(C)c2=O)cc1	1.6	-0.2	14	-20
COc1ccc(C2CC(=O)C3=C(C2)NC(C)=C(C(=O)OC2CCCC2)C3c2ccccc2)cc1 (stereo not drawn)	-2.3	0.1	-11	14
CC(C)(C)Nc1nc(Nc2ccc([N+](=O)[O-])cc2)nc(NC(C)(C)C)n1	-0.9	1.3	10	0
CCOc1cccc(C=Nc2ccc3[nH]ncc3c2)c1O	-0.1	0.0	12	7
CCn1ccc(CNC(=S)Nc2ccc([N+](=O)[O-])cc2)n1	2.0	0.0	4	8

In the list so far, these have a cyano group.
SMILES	GPR151 activ	FBW7 activator	MITF primary	TEAD-YAP block
N#C/C(=C/C=C/c1ccccc1)C(=O)Nc1ccccc1	0.9	-0.2	-5	9
N#Cc1c(/N=C/c2c(O)n(-c3ccc(Cl)cc3)c(=O)[nH]c2=O)sc2c1CCCC2	-0.2	-0.1	-8	-6
N#Cc1cccc2c1-c1ccccc1/C2=N\NC(N)=O	0.5	-0.2	-11	21
CC1(C)CC(=O)C2=C(C1)N(c1ncn[nH]1)C(N)=C(C#N)C2c1ccccc1 (stereo not drawn)	-0.5	0.3	15	12
CNC(=O)/C(C#N)=C/c1c(Oc2ccccc2C)nc2c(C)cccn2c1=O	1.1	0.0	6	47*

(further entries)
SMILES	GPR151 activ	FBW7 activator	MITF primary	TEAD-YAP block
CC/C=C\C/C=C\C/C=C\C/C=C\CCCCCCC(=O)OCC	-1.6	.	-9	.
CC(C)(O)/C(=C/C=C/S(=O)(=O)c1ccccc1)Sc1ccccc1	0.0	-0.1	0	18
O=C1C2=C(c3ccccc31)[N+](=O)[C@@H]1CCCC[C@@H]1N2[O-]	-1.6	-0.1	10	-24
Nc1ccc(C(=O)Nc2cc(-c3ccc(Cl)cc3)ccn2)cc1	0.7	-0.3	16	-8
Cc1cccc(OCC(=O)NCC(=O)N=Nc2c(O)[nH]c3ccc([N+](=O)[O-])cc23)c1	-0.6	0.7	10	4
CCc1ccccc1-n1c(SCC(=O)Nc2nccs2)nnc1-c1ccccn1	0.8	0.4	7	22
COc1ccc(C)c(CN(C)C)c1	0.9	0.1	13	-2
CCCn1c2c(c(O)c(C(=O)NCCN(CC)CC)c1=O)CCCC2	0.7	-0.2	-4	15
CN1CCC(N(C)Cc2ccc([N+](=O)[O-])s2)CC1	1.9	0.5	42	0
CCN(CC)C(=O)c1ccc(Cl)c([N+](=O)[O-])c1	-0.5	0.0	-19	9
Cc1cc(/C=C(\C#N)C(=O)Nc2ccccc2)c(C)n1-c1ccc([N+](=O)[O-])cc1	-0.8	0.1	5	2
Cc1cc(Br)ccc1NC(=O)C1Sc2nnc(C)n2NC1c1ccccc1 (stereo not drawn)	0.0	-0.1	3	6
CCOc1ccc(/C(O)=C2/C(=O)C(=O)N(CCN(CC)CC)C2c2ccc(C(C)C)cc2)cc1C (stereo not drawn)	1.0	-0.1	-8	-6
Cc1cnc(NC(=O)CN2CCC(N3CCCCC3)CC2)s1	0.3	0.0	13	-1
CCOc1ccccc1C(=O)NCC(O)c1ccc(C)o1 (stereo not drawn)	3.2	-0.1	3	-4
COc1cc(C(=O)N/C(=C/c2ccc(Br)cc2)C(=O)NCCC(=O)O)cc(OC)c1OC	0.1	0.0	7	-2
